# RmlC RmlD mix: RmlC and RmlD coupled enzyme inhibitors, primary screen, biochemical, 384-well, compound mixtures, retest; actives 0.39% (n = 110,000); AID 1532, 2009; inhibition, % at 5.5 µM; RmlC/RmlD coupled enzyme inhibition, 384-well mixture HTS; in the data active means inhibition above about 30%, passing the limit was not always enough; inconclusive means no clear call, values can overlap the other calls; further: strong numbers were not always called active
# HIV RNase H inh: HIV-1 RT RNase H inhibitors, primary screen, biochemical, fluorescence; Gag-Pol polyprotein (Human immunodeficiency virus type 1 group M subtype B (isolate …; RT-RNase H RNA/DNA duplex cleavage; inhibition, % at 10 µM; actives 1.9% (n = 65,000); AID 565, 2006; in the data active means inhibition above about 50%
# * hit, by the source's call; u = inconclusive; x = not tested or not shown. Some of the compounds tested; the hit share may differ from the screen's.
SMILES,RmlC RmlD mix,HIV RNase H inh
CC1CCC(NC(=O)c2cc3c(=O)n(C)c4ccccc4c3n2C)CC1 (centres undefined),5,4
COCCCNC(=O)CC(NS(=O)(=O)c1ccc(C)cc1)c1ccco1 (centres undefined),11,-7
Cc1cccc(NC(=O)/C(C#N)=C\c2cccnc2)c1,12,x
Cc1cc(=O)oc(C)c1C(=O)N1CCCc2ccccc21,27,x
COC(=O)c1c(NC(=O)c2ccc(C)o2)sc2c1CCCCC2,-70,14
COc1ccc2[nH]cc(C=O)c2c1,-5,x
N#Cc1c(C#N)c(-c2ccccc2)n(-c2ccc(C(=O)O)cc2)c1N,-11,-2
Fc1cccc(CSc2nc3ccncc3[nH]2)c1,-12,-19
CCOC(=O)n1cc(-c2cnc(CNC(=O)C(C)(c3ccccc3)c3ccccc3)o2)c2ccccc21,-11,x
Cc1cccc(-n2ncc3c(N(C)Cc4ccccc4)ncnc32)c1,4,-57
CCCCn1c(SCc2ncc(-c3ccccc3)o2)nc2cc(S(N)(=O)=O)ccc21,-1,-15
CCCOc1ccc(C(CC(=O)O)NC(=O)c2ccc3c(c2)OCO3)cc1 (centres undefined),-12,-1
Cc1ccc(S(=O)(=O)c2cc3c(=O)n4ccccc4nc3n(Cc3ccco3)c2=N)cc1,x,2
CNC(=O)CC(=O)Nc1ccccc1C(=O)O,6,x
Cc1ccc(C)c(OCC(O)CN2CCCCC2C)c1 (centres undefined),3,-15

# Single entries from the results shown:
# For RmlC RmlD mix, N#Cc1c(C#N)c(-c2ccccc2)n(-c2ccc(C(=O)O)cc2)c1N has the entry -11
# For HIV RNase H inh, CCCOc1ccc(C(CC(=O)O)NC(=O)c2ccc3c(c2)OCO3)cc1 (centres undefined) has the entry -1

# (listing goes on)
SMILES,RmlC RmlD mix,HIV RNase H inh
CCOC(=O)N1CCN(C(=O)c2cc(-c3ccc(OCC)cc3)nc3ccccc23)CC1,12,3
Cc1cc(C=C2C(=O)c3ccccc3C2=O)c(C)n1-c1ccccc1,-2,x
COCCNC(=O)c1cc(-c2cccs2)on1,-14,-7
CCOC(=O)/C=C(\C)Nc1cc(C)nn1-c1ccccc1,63,-9
Cn1c(Cc2cccc3ccccc23)nnc1SCC(=O)N1CCN(c2cccc(Cl)c2)CC1,4,x
COc1cccc(-c2cc(C(F)(F)F)nc(N3CCCCC3)n2)c1,-9,2
CC(C)Cn1c(N)c(C(=O)COC(=O)c2ccc3c(c2)OCCO3)c(=O)n(C)c1=O,10,5
Cn1c(SCC(=O)c2ccccc2)nnc1-c1ccc(O)cc1,-2,x
CC(=O)c1c(C)n(CC(=O)NCc2ccc3c(c2)OCO3)c2ccccc12,-3,16
O=c1c2cnn(-c3ccccc3Cl)c2ncn1Cc1cccnc1,-2,-9
O=C(CCc1nc2ccccc2c(=O)[nH]1)NCc1cccc(Cl)c1,-9,x
Cc1ccc(C(=O)Nc2cccnc2)cc1NC(=O)c1ccco1,59,x
CCOC1=NC(C(=O)O)c2ccccc2/C(=C(/C)Cl)N1 (centres undefined),-8,-5
C=CCN1C(=O)C2C(C(=O)NC)C3C=CC2(O3)C1C(=O)NCc1ccc(OC)cc1 (centres undefined),-12,-6
Cc1ccc(CNC(=O)COc2ccc(S(=O)(=O)NC(C)C)cc2)cc1,9,x

# Pulled by structure from the entries so far:
SMILES,RmlC RmlD mix,HIV RNase H inh
CCOC(=O)N1CCN(C(=O)c2cc(-c3ccc(OCC)cc3)nc3ccccc23)CC1,12,3
COc1cccc(-c2cc(C(F)(F)F)nc(N3CCCCC3)n2)c1,-9,2
O=c1c2cnn(-c3ccccc3Cl)c2ncn1Cc1cccnc1,-2,-9
CCOC1=NC(C(=O)O)c2ccccc2/C(=C(/C)Cl)N1 (centres undefined),-8,-5
C=CCN1C(=O)C2C(C(=O)NC)C3C=CC2(O3)C1C(=O)NCc1ccc(OC)cc1 (centres undefined),-12,-6
Cc1ccc(CNC(=O)COc2ccc(S(=O)(=O)NC(C)C)cc2)cc1,9,x
CC(C)Cn1c(N)c(C(=O)COC(=O)c2ccc3c(c2)OCCO3)c(=O)n(C)c1=O,10,5

# The list goes on.
SMILES,RmlC RmlD mix,HIV RNase H inh
CCCCNC(=O)c1c(CSc2ccccc2)noc1C(=O)NCc1ccccc1,-9,x
CNC(=O)Oc1ccc2c(c1)C(=O)c1ccccc1CO2,3,x
CCCCN1C(=O)NC2NC(=O)NC21 (centres undefined),-2,x
Cc1ccc(-n2cnc3scc(-c4cccs4)c3c2=O)cc1,8,x
O=C(CNS(=O)(=O)c1ccccc1)NCc1ccccn1,-1,-4
O=C(CC1Sc2ccccc2NC1=O)Nc1cccc(-c2nnc3n2CCCCC3)c1 (centres undefined),-11,20
CC1(C)CC(O)(CNCc2ccc3c(c2)OCO3)CCO1 (centres undefined),4,x
CSc1ncc(Cl)c(C(=O)Nc2nnc(SC/C=C/c3ccccc3)s2)n1,8,x
O=C(Nc1ccccc1)N1CCOCC1,2,x
Cc1cc(O)ccc1-c1cnc2ccccc2n1,-11,48
COC(=O)NNC(=O)COc1ccc(Cl)cc1,u,x
CCc1ccc2c(CN3CCN(S(=O)(=O)c4ccc5c(c4)OCCO5)CC3)cc(=O)oc2c1,-15,24
Cc1ccc(NC2CC(=O)N(c3ccc(N4CCCCC4)cc3)C2=O)cc1 (centres undefined),-25,42
O=C(Nc1cccc(-n2cnnn2)c1)c1ccco1,-123,-4
O=C(CN1C(=O)c2ccccc2S1(=O)=O)NCCC1=CCCCC1,-11,-6
CCc1ccccc1S(=O)(=O)Cc1ccc(C(=O)N2CCN(c3ccccn3)CC2)o1,5,-18
Cc1ccc(CS(=O)(=O)Cc2ccc(C(=O)NCc3cccnc3)o2)cc1,-13,-18
COc1ccc(CCNc2nnc(Sc3nnnn3-c3ccccc3)s2)cc1OC,-5,-13
Cc1cc(=O)oc(C)c1C(=O)NCCN1CCOCC1,-16,0
O=C(Nc1ccncc1)c1ccc2c(c1)C(=O)N(C1CCCCC1)C2=O,5,x
COc1ccnc(N2CCN(c3ccccc3)CC2)c1C#N,39,x
COc1ccccc1NC(=O)Cn1c(CN2CCCCC2)nc2ccccc2c1=O,-16,-5
O=C(NCc1nc2ccccc2[nH]1)C1=C[C@@H](C2CCCCC2)C[C@@H](OCc2ccc(CO)cc2)O1,2,x
COc1ccccc1NC(=O)N1CCCC1C(=O)NCc1ccc(F)cc1 (centres undefined),-18,-16
N#CC1(Cc2ccc(Cl)cc2)c2ccccc2C=CN1C(=O)c1ccccc1 (centres undefined),-3,x
Cc1ccc(N2CC(C(=O)OCc3ccccc3F)CC2=O)cc1 (centres undefined),9,-65
COc1ccc(NC(=S)NNC(=O)OC(C)(C)C)cc1OC,-10,x
COc1ccc(-c2cc(C(F)(F)F)nc(N3CCCCCC3)n2)cc1,-29,4
CC(C)(C)c1ccc(CN(Cc2ccccc2)C(c2ccccn2)c2nnnn2C(C)(C)C)cc1 (centres undefined),-11,x
CCSc1c(C(=O)NC)ccc2c1C(=O)c1ccccc1C2=O,-7,x
CCN(CC)C(=O)c1cn(CC)c(=O)c2cc(OC)c(OC)cc12,12,-16
CC(C)CCNS(=O)(=O)c1ccc(-c2ccc(S(=O)(=O)NCCC(C)C)cc2)cc1,5,x
O=c1oc(-c2cccs2)nc2sc3c(c12)CCCC3,-15,x
c1ccc(-c2nnc(SCc3cn4ccsc4n3)o2)cc1,-9,-20
O=C(Nc1cccnc1)c1ccccc1F,4,-2
Cn1c(=O)c2c(nc(CN3CCc4ccccc4C3)n2Cc2cccc(Cl)c2)n(C)c1=O,-8,-33
Cc1ccc(/C=N/NC(=O)CCCOc2ccc(Cl)cc2Cl)cc1[N+](=O)[O-],3,x
COc1ccccc1-n1cnc2cc(C(=O)NC3CCCC3)ccc21,6,x
Cc1ccc(-c2noc(CCC(=O)N3CCCC3)n2)cc1,-5,-3
C=CCn1c(SCC(=O)NC(=O)NCc2ccco2)nc2sc(C)c(C)c2c1=O,-8,92*
CC(C)(C)C(=O)N(Cc1nc2ccccc2c(=O)[nH]1)Cc1cccs1,-26,x
CC(=O)c1ccc(OCC(=O)NC2CCS(=O)(=O)C2)cc1 (centres undefined),11,-24
CC1CCCN(C(=O)C2c3ccccc3C(=O)N3CCc4ccccc4C23)C1 (centres undefined),6,-11
Cc1ccc(-c2noc(CN3CCOCC3)n2)cc1,-23,x
CCOC(=O)c1c(C)n(C)c2ccc(O)c(CN3CCCCC3)c12,-14,0
CC(C)(C)c1ccc(-c2nnc(SCC(=O)O)n2N)cc1,3,-8
CC(C)Oc1ccc(C(CC(=O)O)NC(=O)CSc2ncn[nH]2)cc1 (centres undefined),5,-4
CCN1CCN(c2cc(C)c3cc(NC(=O)c4ccc5c(c4)OCO5)ccc3n2)CC1,-16,-8
O=C(CCc1ccccc1)NNC(=O)c1ccco1,-11,x
CC1=C(C(=O)OC(C)C)C(C)NC(=O)N1 (centres undefined),5,-22
CCOCc1nnc(NC(=O)c2ccco2)s1,-21,4
CCCCCOC(=O)NCCOC(=O)Nc1ccc(C(=O)OCC)cc1,5,-14
CC(C)(C)c1ccc(C(=O)N2CCC(C(=O)NCCC3=CCCCC3)CC2)cc1,-7,x
Clc1ccc(CSC2=NCCCN2)cc1Cl,-6,0
O=C(CCn1c(=O)sc2ccccc21)NCCCn1ccnc1,9,-26
C=C(C)CSc1nnc2n(N)c(=O)c3ccccc3n12,13,x
Cc1c(C(=O)OCC(=O)N2c3ccccc3CC2C)oc2ccccc12 (centres undefined),x,-6
Cc1cc(=O)oc2cc(OCC3CC(c4ccccc4)=NO3)ccc12 (centres undefined),9,x
COC(=O)C1C2C=CC(C3CC23)C1C(=O)OCC(=O)c1ccc(OC)cc1 (centres undefined),-10,x
Cc1ccc(-n2ncc3c(=O)n(-c4ccc(C)c(C)c4)c(-c4ccco4)nc32)cc1,8,x

# Additional structures
SMILES,RmlC RmlD mix,HIV RNase H inh
O=C(CN1CCN(CC(=O)Nc2ccccc2Cl)CC1)Nc1ccc2c(c1)OCCO2,-16,-16
Cc1cccc(NC(=O)C2CCN(S(=O)(=O)c3cccc4nsnc34)CC2)n1,x,-6
COC(=O)c1cn(NC(=O)C2CCC(C)CC2)c(=O)c2ccccc12 (centres undefined),-7,x
COc1ccc(-n2c(=O)c3c4c(sc3n3c(C)nnc23)CCCC4)cc1,x,-7
COc1ccc(C2N3CC4(C)CN2CC(C)(C3)C4O)cc1OC (centres undefined),1,-1
Brc1ccc2ncnc(NCc3ccccc3)c2c1,-11,x
O=S(=O)(c1ccccc1)N1c2cc(Cl)ccc2Oc2nc3ccccc3nc21,-26,x
Cc1cc(C)c(NC(=O)CN2C(=O)NC3(CCCCC3)C2=O)c(C)c1,-8,7
O=C(COc1ccc(Cl)cc1Cl)Nc1nc2n(n1)C(c1ccccc1)CC(=O)N2 (centres undefined),3,-8
COCCCNC(=O)c1ccc(C(=O)NCCCOC)cc1,-11,2
CCOc1ccc(-n2c(SCC(=O)NC(C)CC)nc3n[nH]c(C)c3c2=N)cc1 (centres undefined),-8,-9
CC(=O)c1c(C)n([O-])c2cc(C)ccc2[n+]1=O,8,20
CCOCCn1c(CN2CCC(C)CC2)nc2c1c(=O)n(C)c(=O)n2C,7,1
COc1ccc(CN2C(=O)N(c3ccc(OC)cc3)C(=O)C2CC(=O)Nc2ccccc2)cc1 (centres undefined),-1,x
O=C(/C=C/Sc1ccccc1)c1ccc(Cl)cc1,12,x
CSC1=C(C#N)C(c2ccc(C)s2)CC(=O)N1 (centres undefined),10,-24
C#CCOC(=O)CCC(=O)Nc1cc(OC)nc(OC)n1,-12,-9
O=C(c1ccco1)N1CCN(C2=NS(=O)(=O)c3ccccc32)CC1,7,-6
CC(C)COCC1CC2(CC(C)(c3csc(N)n3)OC2=O)C(=O)O1 (centres undefined),x,1
CS(=O)(=O)N(Cc1ccc(C(=O)NCc2ccco2)cc1)c1ccccc1,3,-5
NCCCC[C@H]1CNC(=O)C(=O)N1CCc1cccc2ccccc12,-95,x
CCOC(=O)C1CCN(S(=O)(=O)c2cccc(-c3cn4cccnc4n3)c2)CC1,x,16
Cc1ccc(S(=O)(=O)c2nc(NCCCn3ccnc3)sc2Cl)cc1,10,3
O=Cc1cccc(OC(=O)c2ccc(Cl)cc2Cl)c1,-8,x
Cc1cc(-c2ccccc2)n2nc(C)c(-c3ccccc3)c2n1,5,x
O=C(NCCCCc1ccccc1)C12CN(Cc3ccccc3)CC1C(c1ccc([N+](=O)[O-])cc1)=NO2 (centres undefined),-1,x
CCOC(=O)N1CCN(Cc2nc(N)nc(Nc3ccc(OC)cc3)n2)CC1,-10,x
COc1ccccc1-c1cc(C(=O)NCc2ccco2)no1,4,3
COC(=O)Cc1cc(=O)n2[nH]c(C)nc2n1,13,-9
CCCc1nnc(NC(=O)CCC(=O)O)s1,10,1
CC1(C)CC(=O)C(C=NCCCN2CCCC2=O)=C(O)C1,-10,-1
COc1ccc(NC(=O)CCC2COc3ccccc3O2)c(OC)c1 (centres undefined),-5,-22
COc1ccc(NC(=O)Nc2cc(C)ccc2OC(F)F)c(OC)c1,21,-1
CCOC(=O)N1CCN(C(=O)c2cccc(-n3c(=S)[nH]c4cc(Cl)ccc4c3=O)c2)CC1,3,3
Cc1cc(=O)[nH]c(SCc2cccc(F)c2)n1,1,x
CCCC(C(=O)NC1CCCC1)N(Cc1cccs1)C(=O)c1snc(C(N)=O)c1N (centres undefined),10,-7
COc1ccc(Cn2c(=O)sc3ccccc32)cc1,-13,-10

# Record cards, from the list above:
# Entry for CCN1CCN(c2cc(C)c3cc(NC(=O)c4ccc5c(c4)OCO5)ccc3n2)CC1 : RmlC RmlD mix: -16; HIV RNase H inh: -8
# Entry for COCCCNC(=O)c1ccc(C(=O)NCCCOC)cc1 : RmlC RmlD mix: -11; HIV RNase H inh: 2

# Ordered by heavy-atom count (lowest first): some entries from above
SMILES,RmlC RmlD mix,HIV RNase H inh
Cc1cc(=O)[nH]c(SCc2cccc(F)c2)n1,1,x
COc1ccc(Cn2c(=O)sc3ccccc32)cc1,-13,-10
CCCC(C(=O)NC1CCCC1)N(Cc1cccs1)C(=O)c1snc(C(N)=O)c1N (centres undefined),10,-7
CCOC(=O)N1CCN(C(=O)c2cccc(-n3c(=S)[nH]c4cc(Cl)ccc4c3=O)c2)CC1,3,3

# Assay outcomes from PubChem.
